Screening data as filed in PubChem BioAssay.
V1R ag counter = activates human V1a receptor in oxytocin agonist counter-screen; P37288; CHO-V1R cells, Fluo-8 calcium fluorescence, agonist mode; 0% DMSO, 100% 3 nM vasopressin; activation, % at 3 µM; 0.25% of 320,000 active; AID 2797;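 active = activation above the mean activation of all tested compounds plus 3 SD, per screening run, cut at about 20% in these data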;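 note: signal is peak over basal fluorescence ratio across a 100 second FLIPR read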
MEKK2wt PB1 HTS = raises or lowers MEK5 binding to wildtype human MEKK2 PB1 domain; bead flow cytometry, Alexa488-MEK5 binding to MEKK2 WT; actives lie on both sides; binding response (% of control), % at 10 µM; 1.1% of 290,000 active; AID 1531; in the data active = binding response below about 67% or above about 130%
MEKK2mut PB1 HTS = signal of MEK5 binding to mutant human MEKK2 PB1 domain | bead flow cytometry, Alexa488-MEK5 binding to MEKK2 mutant | percent response, % at 10 µM | 0.35% of 290,000 active; in the data active = percent response above about 24%, passing the limit was not always enough; note: inactives centre near 1; some results filed as inactive read as strong as hits
M18AAP inhibitor = blocks P. falciparum M18 aspartyl aminopeptidase; recombinant PfM18AAP, H-Glu-NHMec fluorogenic cleavage; inhibition, % at 7.35 µM; 1.2% of 290,000 active;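 active = inhibition above the campaign mean inhibition over all tested compounds plus 3 SD, cut at about 28% in these data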;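 note: 0% = plate median of test compound wells and 100% = 2 mM ZnCl2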
GPR7 antag = human neuropeptides B/W receptor 1 antagonism | P48145 | 1.1% of 290,000 active | inhibition, % at 4.4 µM | GPR7-expressing cells, fluorescence antagonist assay; in the data active = inhibition above about 16%, passing the limit was not always enough;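 note: cells stimulated with the agonist NPW; 0% = agonist with vehicle and 100% = vehicle without agonist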
Target sequence (P48145 whole entry, looked up): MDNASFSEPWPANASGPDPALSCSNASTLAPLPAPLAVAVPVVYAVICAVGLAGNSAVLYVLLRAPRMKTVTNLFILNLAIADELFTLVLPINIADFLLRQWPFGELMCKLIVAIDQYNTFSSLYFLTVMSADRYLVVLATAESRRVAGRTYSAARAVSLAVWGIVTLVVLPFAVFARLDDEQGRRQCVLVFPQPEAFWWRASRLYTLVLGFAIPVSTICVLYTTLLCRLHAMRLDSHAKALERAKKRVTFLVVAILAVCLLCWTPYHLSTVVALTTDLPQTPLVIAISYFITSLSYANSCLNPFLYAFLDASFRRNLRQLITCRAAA
GalR3 antagonist = antagonists of human GalR3 | O60755 | HEK293 GalR3-CNG cAMP membrane potential fluorescence; galR3 body fused to GalR1 C-terminus | inhibition, % at 3 µM | 0.44% of 360,000 active | AID 651719;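 active = inhibition above the screen-wide average plus 3 SD, cut at about 13% in these data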;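 note: forskolin and galanin both at EC90 stimulate the cells; cAMP rise reported by CNG channel membrane potential dye signal; 0% = forskolin plus galanin with DMSO and 100% = forskolin alone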
Target sequence (O60755 1-299 limits assumed): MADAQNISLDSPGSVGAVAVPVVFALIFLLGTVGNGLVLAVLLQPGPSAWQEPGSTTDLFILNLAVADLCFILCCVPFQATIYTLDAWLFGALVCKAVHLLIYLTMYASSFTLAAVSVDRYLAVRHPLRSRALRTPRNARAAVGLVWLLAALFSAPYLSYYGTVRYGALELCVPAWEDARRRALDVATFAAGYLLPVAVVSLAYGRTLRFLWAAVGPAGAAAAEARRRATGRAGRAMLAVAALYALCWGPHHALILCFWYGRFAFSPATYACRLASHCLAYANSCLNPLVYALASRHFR
NALP1 inh = blocks the NALP1 inflammasome reconstituted in yeast; 0.61% of 280,000 active; inhibition, % at 10 µM; S. cerevisiae NALP1/ASC/caspase-1 growth, X-gal OD620, 72 h; in the data active = inhibition mostly above about 24%, no sharp cut-off; inactive = mostly below about 32%; note: some compounds called inactive have numbers as strong as hits
OXTR agonist = agonists of human oxytocin receptor | CHO-OTR cells, Fluo-8 calcium fluorescence; normalized: DMSO 0%, oxytocin 100% | activation, % at 3 µM | 0.32% of 320,000 active | AID 2435;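 active = activation above the mean of all tested compounds plus 3 SD, cutoff set per screening run, cut at about 20% in these data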;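 note: peak over basal fluorescence ratio from a 100 s FLIPR kinetic read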
Target sequence (P30559 whole entry, looked up): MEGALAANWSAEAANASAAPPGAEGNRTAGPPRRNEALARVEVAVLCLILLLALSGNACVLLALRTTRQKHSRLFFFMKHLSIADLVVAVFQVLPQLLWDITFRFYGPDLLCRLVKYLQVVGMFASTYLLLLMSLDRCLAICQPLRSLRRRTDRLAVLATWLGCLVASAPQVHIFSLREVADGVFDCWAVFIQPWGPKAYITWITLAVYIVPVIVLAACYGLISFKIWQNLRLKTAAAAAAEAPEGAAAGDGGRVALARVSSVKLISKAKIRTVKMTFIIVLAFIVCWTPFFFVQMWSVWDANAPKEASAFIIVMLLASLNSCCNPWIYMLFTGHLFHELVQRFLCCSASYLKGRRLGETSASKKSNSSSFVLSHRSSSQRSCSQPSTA
OXTR potentiator = human OXTR potentiation. activation, % at 3 µM. P30559. CHO-OTR cells, Fluo-8 calcium fluorescence, potentiator mode; 0% = oxytocin EC15, 100% = EC100. 0.061% of 320,000 active;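 active = activation above that plate's cutoff, the mean activation of tested compounds plus 3 SD, cut at about 6.6% in these data, passing the limit was not always enough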;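 note: 100% uses oxytocin at 75 nM as the full agonist control; some results filed as inactive read as strong as hits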
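Measured by – Fluo-8 calcium dye fluorescence · Test system – human OTR in CHO cells · Dosing – one concentration, 3.0 µM compound · Controls – EC15 oxytocin alone as 0%, 75 nM oxytocin as 100% · Evaluation – normalized max/min fluorescence ratio, % activation · Timing – 6 min pre-incubation, 100 s read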
Starred values were filed as active, the others as inactive; / = no result given. Rows are unselected. About 4.1% of those tested had a hit in this group.

The opening 2 records (preview)
SMILES | V1R ag counter | MEKK2wt PB1 HTS | MEKK2mut PB1 HTS | M18AAP inhibitor | GPR7 antag | GalR3 antagonist | NALP1 inh | OXTR agonist | OXTR potentiator
CC(=O)N(C)c1nnc(-c2ccccn2)s1 | 1.2 | 104 | 3 | 2 | -4 | -3 | 1 | 0.8 | 0
COc1ccc(Sc2nc(-c3ccccc3)ncc2C(=O)O)cc1 | 0.1 | 98 | -5 | 3 | 3 | -2 | -5 | -0.2 | -8

Main list, repeating the preview:
SMILES | V1R ag counter | MEKK2wt PB1 HTS | MEKK2mut PB1 HTS | M18AAP inhibitor | GPR7 antag | GalR3 antagonist | NALP1 inh | OXTR agonist | OXTR potentiator
CC(=O)N(C)c1nnc(-c2ccccn2)s1 | 1.2 | 104 | 3 | 2 | -4 | -3 | 1 | 0.8 | 0
COc1ccc(Sc2nc(-c3ccccc3)ncc2C(=O)O)cc1 | 0.1 | 98 | -5 | 3 | 3 | -2 | -5 | -0.2 | -8
c1ccc(-n2nnnc2Sc2ncnc3sc4c(c23)CCCC4)cc1 | 0.6 | 101 | -2 | 7 | -3 | 1 | 24 | -0.8 | 0
Cc1cc(N2CCN(C)CC2)nc2ccc(NC(=S)NCCC(C)C)cc12 | 0.9 | 129 | 20 | -3 | -3 | -11 | 11 | 3.7 | -2
CN(C)S(=O)(=O)c1cccc(NC(=S)NCCCn2ccnc2)c1 | 0.6 | 97 | -4 | 3 | -10 | 2 | -7 | -0.2 | 7
COc1ccc(S(=O)(=O)N(C(C)=O)c2ccc3oc(=O)sc3c2)cc1 | 1.1 | 97 | -4 | 17 | -12 | -2 | 6 | 1.2 | -1
CN(C)C(=O)CSc1nnc2sc3ccccc3n12 | 0.9 | 99 | -5 | -6 | -10 | -2 | 3 | -0.1 | -15
CCCNS(=O)(=O)c1ccc(OCC(=O)Nc2ccccc2F)cc1 | 1.0 | 109 | 4 | -2 | 5 | -2 | 8 | -0.4 | -5
Cc1ccc(CN2CCNC(=O)C2CC(=O)NCCCn2ncc3ccccc32)o1 (stereo not drawn) | / | 115 | 4 | -1 | -13 | -1 | -7 | / | /
CC(C)[C@H](NC(=O)[C@H]1N2C(=O)c3ccccc3C2SC1(C)C)C(=O)NCc1ccco1 (stereo partly drawn) | 0.2 | 98 | -1 | -7 | 8 | -9 | 5 | -0.2 | -8
CC(C)Oc1ccc(C2CNC(=O)C2)cc1 (stereo not drawn) | 4.2 | 116 | 4 | / | / | 1 | 12 | -0.4 | -1
COc1ccccc1-n1nc(C(=O)O)c2ccccc2c1=O | 0.4 | 98 | -3 | 1 | 8 | -4 | 7 | -0.4 | -4
C/C(=N/NC(=O)c1ccccc1)c1ccc(NC(=O)C(F)(F)F)cc1 | -0.4 | 101 | 0 | -11 | -4 | 3 | 18 | -0.8 | -10
CCOC(=O)N1CCN(c2cc(N(C)CCO)c([N+](=O)[O-])c3nonc23)CC1 | / | 101 | 3 | 8 | -6 | 0 | 11 | / | /
O=C(Nc1cccc(S(=O)(=O)NC2=NCCC2)c1)c1c(F)cccc1Cl | 1.0 | / | / | / | / | -2 | / | 1.0 | 3
O=C(N1CCCCC1)C12CC3CC(C1)CC(C(=O)N1CCCCC1)(C3)C2 | -0.2 | 100 | 3 | -1 | -1 | 0 | -2 | -0.8 | 0
COc1ccc(CNCCC(c2ccc(OC(C)C)cc2)c2ccccc2OC)cc1OC (stereo not drawn) | 8.0 | 156* | 28* | -14 | 29 | -10 | 34 | 9.7 | -17
O=C1CCCCC1Sc1nnc(Cc2cccs2)n1CCc1ccccc1 (stereo not drawn) | 0.2 | 99 | 0 | 14 | 7 | -6 | 20 | -1.8 | -5
O=C(Nc1ccccc1)C(=O)c1cn(CC(=O)N2CCCCC2)c2ccccc12 | 0.4 | 105 | 8 | 3 | -1 | -11 | 22 | 0.0 | -4
O=C(O)CCS(=O)(=O)Cc1cccc(Cl)c1 | 0.5 | 101 | 0 | 1 | -8 | -5 | -1 | -0.8 | -1
CNC(=O)CS(=O)(=O)CC(=O)Nc1cc(OC(C)C)c(Cl)cc1Cl | -0.4 | 99 | -2 | 5 | 5 | 3 | 4 | -1.2 | 3
COc1cc(-c2noc(CCC(=O)Nc3cccnc3)n2)cc(OC)c1OC | 0.1 | 98 | -7 | 0 | -8 | 1 | -14 | 0.1 | -8
COc1cccc(-c2nnn(CCc3nn[nH]n3)n2)c1 | -0.2 | 96 | -3 | 1 | -10 | -3 | 21 | 1.8 | 1
CCOC(=O)c1cc(-c2ccc(C)c([N+](=O)[O-])c2)nc2c1c(=O)n(C)c(=O)n2C | -0.5 | 102 | 1 | 0 | -14 | / | 5 | -0.4 | -8
CCc1noc(C)c1C(=O)NCCc1ccc(Cl)cc1 | -0.3 | / | / | / | / | -2 | / | -0.4 | -2

Single records, from the list above. Order of values: V1R ag counter, MEKK2wt PB1 HTS, MEKK2mut PB1 HTS, M18AAP inhibitor, GPR7 antag, GalR3 antagonist, NALP1 inh, OXTR agonist, OXTR potentiator
CCOC(=O)c1cc(-c2ccc(C)c([N+](=O)[O-])c2)nc2c1c(=O)n(C)c(=O)n2C in the list: -0.5, 102, 1, 0, -14, /, 5, -0.4, -8
CN(C)C(=O)CSc1nnc2sc3ccccc3n12 in the list: 0.9, 99, -5, -6, -10, -2, 3, -0.1, -15

The listing continues.
SMILES | V1R ag counter | MEKK2wt PB1 HTS | MEKK2mut PB1 HTS | M18AAP inhibitor | GPR7 antag | GalR3 antagonist | NALP1 inh | OXTR agonist | OXTR potentiator
O=C(CN1C(=O)/C(=C/c2ccccc2F)Sc2ccccc21)N1CCN(c2ccccn2)CC1 | -1.6 | 99 | -2 | -2 | 1 | -3 | 4 | -1.8 | -11
Cc1nn(-c2ccc(F)cc2)c(Cl)c1/C=N/NC(=O)c1ccc(O)cc1 | 0.8 | 91 | -4 | -3 | 2 | -3 | -5 | -0.3 | -6
O=C(CN1CCOCC1)N/N=C/c1cc2ccccc2nc1Cl | 0.3 | 100 | 6 | 0 | -6 | -3 | 23 | -0.2 | -8
COC(=O)Nc1ccc(C)cc1NC(=O)OC | 0.9 | 107 | 6 | -4 | -7 | 4 | 25 | 0.2 | -3
COc1ccc(CCNC(=O)CCC(=O)N2CC(C)Oc3ccc(Cl)cc32)cc1OC (stereo not drawn) | 0.2 | 104 | 3 | -2 | -8 | / | 1 | -1.0 | -7
CNC(=S)Nc1cc2oc3ccccc3c2cc1OC | / | 103 | 1 | 1 | 5 | 3 | 2 | / | /
CSc1ccc(C(c2c(C)[nH][nH]c2=O)c2c(C)[nH][nH]c2=O)cc1 | 1.1 | 99 | -7 | 24 | 9 | -4 | 9 | 0.6 | 2
CN1CCN(CCc2nc3cc(NC(=O)COc4ccccc4)ccc3n2C)CC1 | 0.7 | / | / | -14 | -6 | -3 | 20 | 1.1 | 3
C(#CC1CCCCC1)c1ccc2c(c1)COc1c3ccccc3nn1-2 | 0.2 | 97 | 9 | / | / | -3 | / | -1.1 | -5
CC(C)c1ccc(NC(=S)NN2C(C)CCCC2C)cc1 (stereo not drawn) | -0.3 | 103 | -1 | -8 | 6 | 0 | -7 | -2.8 | -5
CC(C)C(C)(C#N)NC(=O)CSc1nnc(C(F)(F)F)n1C (stereo not drawn) | -0.4 | 109 | 12 | 2 | -4 | -1 | -5 | 0.5 | 2
Cc1cc2c(cc1S(=O)(=O)C(C)CC(=O)NCc1ccco1)OCC(=O)N2 (stereo not drawn) | 0.8 | 100 | 0 | -1 | 4 | 7 | 13 | 0.9 | -5
CC12COC3(C(=O)Nc4ccc5ccccc5c4)CC1CCC32C (stereo not drawn) | -1.9 | 98 | -5 | -3 | -15 | -3 | 5 | -2.5 | -15
CN1CCN(c2nc(-c3ccncc3)nc3ccccc23)CC1 | 1.0 | 100 | 0 | 1 | -8 | -4 | -26 | -0.6 | -11
O=C(NC1CCCCCC1)C1CCN(C(=O)c2cccc(Cl)c2)CC1 | -0.8 | 102 | -4 | 4 | 9 | -8 | 14 | 0.1 | -2
[O-]/C(=C(\C(=S)Nc1ccc(SC(F)F)cc1)[n+]1cccc(CO)c1)c1ccc(Cl)s1 | 7.3 | 88 | -8 | 3 | 2 | 3 | 8 | 0.9 | 0
CCOC(=O)C1=NOC2C3CC(C12)C1C(=O)N(CCc2ccc(OC)c(OC)c2)C(=O)C31 (stereo not drawn) | -0.4 | 100 | 1 | -1 | -18 | 3 | / | 0.6 | -3
COC(=O)C1(Cc2ccc(O)c(CC3OC3(C)C)c2)OC(=O)C(O)=C1c1ccc(O)cc1 (stereo not drawn) | -0.3 | 101 | 4 | / | / | 7 | -2 | -0.5 | 4
O=C1CN(C(=O)COC(=O)c2cnc(Cl)c(Cl)c2)c2ccccc2N1 | -0.4 | 97 | -3 | -11 | -11 | -4 | 12 | -1.1 | -16
COc1c(C)cc(C(=O)C2CCCN(C(=O)c3cc(C)on3)C2)cc1C (stereo not drawn) | 1.3 | 101 | 1 | 0 | -12 | -8 | 9 | -0.5 | -9
Cc1c(Cl)cccc1NC(=S)NCc1ccc(Cl)cc1 | 10 | 110 | 2 | -10 | -3 | -2 | / | 13 | -24
COc1cc(NC(=O)CNC(=O)Cn2c(C)cc3ccccc3c2=O)cc(OC)c1OC | 0.5 | 97 | -3 | 2 | -12 | -8 | 12 | -0.4 | -9
O=C(CCc1ccccc1)NNC(=S)NCCc1ccccc1 | 0.1 | 108 | 6 | 5 | -24 | -3 | -6 | -1.0 | -7
CCc1ccc2[nH]c(=O)c(C(c3nnnn3Cc3ccccc3)N3CCOCC3)cc2c1 (stereo not drawn) | 0.0 | 102 | 0 | -3 | 5 | -3 | -4 | -1.3 | -4
C[C@H](NS(=O)(=O)c1ccc(F)cc1)C(=O)OCC(=O)c1c(N)n(C)c(=O)n(C)c1=O | 7.6 | / | / | / | / | -5 | / | 1.0 | 0

(continued)
SMILES | V1R ag counter | MEKK2wt PB1 HTS | MEKK2mut PB1 HTS | M18AAP inhibitor | GPR7 antag | GalR3 antagonist | NALP1 inh | OXTR agonist | OXTR potentiator
O=C(CN1CCN(Cc2ccccc2)CC1)Nc1ccccc1-c1ccccc1 | -1.4 | 104 | -4 | 0 | -8 | -5 | 5 | -2.5 | -20
COC(=O)c1ccc(Cl)c(NC(=O)NC23CC4CC(CC(C4)C2)C3)c1 | 6.2 | 98 | 6 | -4 | 1 | -4 | 36 | -2.2 | -22
O=C(COC(=O)CNC(=O)C1CCCCC1)NCc1ccc(Cl)cc1 | -0.7 | / | / | / | / | -3 | / | -2.1 | -9
CCc1ccc(NC(=O)CSc2nnc(Cn3c(=O)sc4ccccc43)n2C)cc1 | 1.0 | 104 | 1 | -1 | -6 | -2 | -6 | -1.6 | -6
COc1ccc(S(=O)(=O)NCc2ccccc2Cl)cc1OC | 0.2 | 98 | -1 | 0 | 2 | -4 | 20 | -0.3 | -5
Cc1onc(-c2c(F)cccc2Cl)c1C(=O)OCN1C(=O)c2ccccc2C1=O | 4.3 | 99 | -1 | -13 | 4 | -2 | 8 | -0.1 | -18
CCN(CC)CCCNc1ncnc2scc(-c3ccc(F)cc3)c12 | 0.6 | 107 | 7 | -4 | 1 | -5 | 12 | 0.4 | -11
Cc1ccc(NC(=O)C2CC2c2ccccc2)c([N+](=O)[O-])c1 (stereo not drawn) | -1.2 | 111 | 11 | -4 | -19 | -5 | 0 | -1.6 | -12
CC1(c2ccccc2)NC(=O)N(CC(=O)Nc2cc(Cl)ccc2N2CCOCC2)C1=O (stereo not drawn) | 3.8 | / | / | / | / | -4 | / | 6.3 | -5
Cc1ccc(C)c(C(C)NC(=O)C2CC=CCC2C(=O)O)c1 (stereo not drawn) | 0.4 | / | / | / | / | -2 | / | -0.6 | -8
